DT40 TDP1 CPT: DT40-hTDP1 cell growth loss with CPT; chicken DT40 Tdp1-/-;hTDP1 cells + 20 nM CPT, ATP luminescence, 48 h; Potency, µM (titrated, usually from 46.2 µM), without a hit: top-dose activity change, negative = growth inhibition, actives largely listed as inhibitors; 420,000 tested, 12% active; note: nearly all actives have a fitted effect of over 55% in size
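Cell growth measured by CellTiter-Glo luminescence after a minimum 48 h, 37 C compound exposure with 20 nM CPT in Tdp1-knockout DT40 cells stably expressing hTDP1, seeded 400/well; qHTS titration format.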
FEN1 inhibitor: human FEN1 inhibition; P39748; Recombinant FEN1 flap cleavage, fluorescence, 15 min; Potency, µM (highest dose often 114 µM), inactives show top-dose activity change, negative = inhibition, actives largely listed as inhibitors; 390,000 tested, 0.35% active; AID 588795; note: nearly all actives have a fitted effect of over 65% in size
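Nuclease activity of 10 nM FEN1 was measured after 15 min of room-temperature exposure to titrated compounds, by adding 50 nM flap substrate and reading plates at 0 and 15 min.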
KAT2A inh: blocks human GCN5L2 histone acetyltransferase; Q92830; GCN5L2 HAT assay, ThioGlo1 CoA-SH fluorescence; Potency, µM (titrated, usually from 58.9 µM), inactives show top-dose activity change, negative = inhibition, actives largely listed as inhibitors; 390,000 tested, 0.21% active
Target sequence (Q92830 whole entry, looked up): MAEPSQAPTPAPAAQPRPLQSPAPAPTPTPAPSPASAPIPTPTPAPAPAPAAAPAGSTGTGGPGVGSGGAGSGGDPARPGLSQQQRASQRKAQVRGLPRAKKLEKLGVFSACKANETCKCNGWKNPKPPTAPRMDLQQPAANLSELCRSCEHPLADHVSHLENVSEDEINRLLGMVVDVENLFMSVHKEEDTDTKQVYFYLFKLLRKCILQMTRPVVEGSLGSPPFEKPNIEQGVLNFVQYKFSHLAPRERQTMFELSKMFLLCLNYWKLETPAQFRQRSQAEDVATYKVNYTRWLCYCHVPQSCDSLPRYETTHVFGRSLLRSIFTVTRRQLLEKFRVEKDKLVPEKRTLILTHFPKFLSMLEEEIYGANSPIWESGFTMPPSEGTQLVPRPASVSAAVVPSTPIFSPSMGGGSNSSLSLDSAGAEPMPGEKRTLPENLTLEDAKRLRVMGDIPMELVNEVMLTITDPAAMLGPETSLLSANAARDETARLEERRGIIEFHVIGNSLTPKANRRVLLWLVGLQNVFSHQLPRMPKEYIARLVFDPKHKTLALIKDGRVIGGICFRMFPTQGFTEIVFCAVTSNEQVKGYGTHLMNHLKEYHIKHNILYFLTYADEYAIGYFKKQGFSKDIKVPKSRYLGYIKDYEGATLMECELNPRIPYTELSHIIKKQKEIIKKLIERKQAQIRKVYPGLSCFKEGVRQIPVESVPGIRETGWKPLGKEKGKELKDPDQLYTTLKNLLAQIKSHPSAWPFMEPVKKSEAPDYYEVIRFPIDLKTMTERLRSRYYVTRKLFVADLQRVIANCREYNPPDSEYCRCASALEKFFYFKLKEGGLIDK
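GCN5L2 (20nM final) in 50mM HEPES, 0.1mM EDTA pH 7.5, 0.01% Tween-20 was preincubated 15 min at room temperature with compound, then given ThioGlo1 (50uM), H3(1-25) peptide (75uM) and acetyl-CoA (70uM); CoA-thiol fluorescence (Ex340/Em540) was read at 0 and 20 min.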
Active calls of the source: *; u = inconclusive; x = no result given; & = joins results of further samples. Calls come from the whole dose curve; as a rule, active = well fitted curve in the direction sought with a large enough effect; inconclusive = small, poorly fitted or top-dose-only effect, or another doubt; inactive = no such curve, though single readings can be large; an effect the other way counts as inactive or inconclusive. % is set by controls: 0 for no effect and ±100 for the full control effect; potency is the fitted concentration of half-maximal effect.

smiles	DT40 TDP1 CPT	FEN1 inhibitor	KAT2A inh
Cc1cccc(Oc2nc3ccccn3c(=O)c2/C=C(\C#N)c2nc3ccccc3s2)c1C	21µM*	5%	-4%
COc1ccccc1N1CCN(C(=O)c2ccc(CS(=O)c3ccccc3C)o2)CC1 (configuration not stated)	12µM*	-14%	-3%
COc1ccc(NC(=O)Nc2cccc3c2O[C@H](CN(C)C(=O)Nc2c(C)noc2C)[C@@H](C)CN([C@H](C)CO)C3=O)cc1	7%	-8%	-1%
C=CCNc1nc2c(c(=O)n(C)c(=O)n2C)n1CC	0%	-2%	-4%
CN(C)Cc1c(C#N)c2ccccc2n1C	-4%	0%	-1%
CCCn1c(=O)c(C(=O)NNC(=O)c2cccc([N+](=O)[O-])c2)c(O)c2ccccc21	-9%	-5%	-8%
CCC(C)NC(=O)Cn1cc2c(n1)CCC(C)C2 (configuration not stated)	-11%	-1%	0%
COc1cccc(C(c2c(N)[nH]c(=S)[nH]c2=O)c2c(N)[nH]c(=S)[nH]c2=O)c1	13%	6%	16%
O=C(Cn1ncc2c(=O)oc3ccccc3c21)NCc1ccccc1Cl	5%	1%	2%
COc1cccc2sc(NNC(=O)C3=COCCO3)nc12	-6%	-5%	-11%
O=C(c1cnn(C(=O)c2cccc(S(=O)(=O)N3CCOCC3)c2)c1)c1cc(Cl)cc(Cl)c1O	-15%	10%	-4%
COc1cccc(CNS(=O)(=O)c2cc3c4c(c2)CCC(=O)N4CCC3)c1	14%	1%	-3%
O=S(=O)(NC1CCCC1)c1ccc(-n2cnnn2)cc1	13%	0%	-4%
NS(=O)(=O)c1ccc(CCNC(=O)C2Cc3ccccc3CN2C(=O)c2ccco2)cc1 (configuration not stated)	1%	7%	-10%
Cc1ccc(Cl)cc1Nc1sc(C(=O)c2ccccc2)c(N)c1S(=O)(=O)c1ccccc1	-25%	13%	-4%
CC(C)(C)NC(=O)NC(=O)Cn1cc(C(F)(F)F)ccc1=O	-13%	-2%	-2%
COc1ccc2oc(C(=O)OCC(=O)N3CCCC(C)C3)c(C)c2c1 (configuration not stated)	-15%	-4%	-7%
CCc1ccc(N(C(=O)c2snc(C(N)=O)c2N)C(C(=O)NCC2CCCO2)c2cccs2)cc1 (configuration not stated)	u	4%	-15%
Cn1ncc(Br)c1C(=O)Nc1c(F)c(F)cc(F)c1F	u	0%	-1%
CCOc1ccc(NC(=O)CSc2nccn2Cc2ccco2)cc1	u	-10%&7%	-4%&-3%
Cc1cc(C(F)(F)F)nn1CC(=O)Nc1ccc2c(c1)OCO2	-12%	0%	-8%
CCCCCCCN1C(Nc2ccccc2)=NC[C@@H]1CC(C)C	12µM*	1%	-5%
CC(OC(=O)c1cccc([N+](=O)[O-])c1)C(=O)N1CCc2ccccc21 (configuration not stated)	u	15%	-1%
O=C(c1ccncc1)N1CCC2(CCN(Cc3nccs3)CC2)CC1	-2%	x	11%
Cc1cc(C(=O)COc2ccc(C#N)cc2)c(C)n1C1CC1	u	17%	-6%
Cc1cc(C)c2nc(/N=C(\N)NC(=O)Nc3ccccc3)nc(C)c2c1	23µM*	u	-3%
COc1ccc(OC)c(NC(=O)c2cccc(S(=O)(=O)N3CCN(C(C)=O)CC3)c2)c1	4%	2%	-2%
CC(C)C(=O)N1CCN(c2ccc(NC(=O)COc3ccccc3[N+](=O)[O-])cc2)CC1	15µM*	12%	12%
CCOc1ccccc1N1CCN(CC(O)COc2ccc3c(C)cc(=O)oc3c2)CC1 (configuration not stated)	-5%	-1%	-1%
COc1ccc(S(=O)(=O)N2CCN(c3cnccn3)CC2)cc1	-13%	2%	-1%
O=C(NCN1CCCCC1)c1cnccn1	-13%	0%	-6%
CCOC(=O)c1nn(-c2c(C)n(C)n(-c3ccccc3)c2=O)cc1O	-5%	1%	-8%
CC1(C)N=C2C(=[N+]1[O-])CCC/C2=N\O	-1%	-2%	1%
C=C1CCC[C@]2(C)C[C@H]3OC(=O)C(CNC(C)CC)[C@H]3CC12 (some centres not stated)	u	18%	1%
COc1ccc(NC(=O)CSc2n[nH]c(N)n2)c([N+](=O)[O-])c1	-2%	-17%	-7%
Cc1cc(C)n2nc(CCc3ccccc3)nc2n1	-9%	-3%	0%
O=C(c1cccc(S(=O)(=O)N2CCc3ccccc32)c1)N1CCN(c2ccccn2)CC1	u	7%	-2%
COc1ccccc1Oc1coc2c(CN3CCN(C)CC3)c(O)ccc2c1=O	-27%	11%	-5%
CCOc1ccccc1N1CCN(C(=O)CCCN2C(=O)c3cccc4cccc(c34)C2=O)CC1	21µM*	8%	3%
O=C(NC(=S)Nc1ccc(CN2CCOCC2)cc1)c1ccc(-c2cccc(Cl)c2)o1	16µM*	-14%	-3%
COc1cc(C(N)=O)cc(Cl)c1OCc1ccccc1	0%	4%	-1%
O=C(NCC(c1ccco1)N1CCCCC1)c1ccc(OCc2ccccc2)cc1 (configuration not stated)	-6%	2%	-4%
Cc1ccccc1NC(=O)c1ccc2[nH]c(C)c(C)c2c1	u	-1%	-7%
O=c1c2ccccc2oc2ccccc12	-5%	x	-19%
CCCNC(=O)NS(=O)(=O)c1cnccc1Sc1ccc(Cl)c(Cl)c1	-5%	-9%	-13%
Cc1nc(-c2ccccc2)sc1C1(C)CC(c2ccc(OC(F)(F)F)cc2)=NO1 (configuration not stated)	-20%	-7%	-17%
COc1ccccc1C(=O)N/C(=C/c1ccco1)C(=O)Nc1ccc(C(=O)O)cc1	9%	u	-8%
CC(C)Nc1nc(Oc2cccc(Cl)c2Cl)cc(C(F)(F)F)n1	-22%	5%	-6%
COc1ncc2nc(-c3cccs3)c(=O)n(Cc3cccs3)c2n1	20%	x	-19%
COc1ccccc1Nc1cc2cc(Br)ccc2c(=O)[nH]1	2.6µM*	1%	x

Remaining list, next part.
The line under a structure holds: DT40 TDP1 CPT	FEN1 inhibitor	KAT2A inh
O=C(OC1CO[C@H]2O[C@@H]1[C@H](OC(=O)c1ccccc1)[C@H]2OC(=O)c1ccccc1)c1ccccc1 (some centres not stated)
 : 15%	1%	x
Cc1ccc(C2CN=NC23CCc2ccccc2C3=O)cc1 (configuration not stated)
 : 26µM*	-7%	-4%
C/C(=N\Nc1ccc2nncn2n1)c1ccc(Cl)s1
 : 6%	-8%	-5%
CC(C)c1cccc(C(C)C)c1NC(=O)CNCc1ccccc1F
 : u	6%	-5%
COc1cc(C2c3cc4c(cc3OC(C)(N3CCCC3)C2C)OCO4)cc(OC)c1OC (configuration not stated)
 : 1.2µM*	-8%	x
O=C(c1cccc(Br)c1)N1CCN(c2ccc(N3CCOCC3)nn2)CC1
 : -20%	3%	1%
COC(=O)c1c(Oc2ccc(C(C)=O)cc2)nnc(-c2ccccc2)c1-c1ccccc1
 : 18µM*	-19%	-18%
O=C(CN1CCCCCC1)Nc1nc2ccccc2s1
 : 16%	0%	x
CCC(=O)OCCNc1cc(Sc2nc3ccccc3[nH]2)c2nonc2c1[N+](=O)[O-]
 : 2.3µM*	-23%	25%
CC(C)C[C@H](N)C(=O)N1CCC(C(=O)N[C@H](C(=O)NC(C)c2ccccc2)C(C)C)CC1 (some centres not stated)
 : 8%	0%	-1%
Cc1ccc(N(CC(=O)NCc2ccccc2Cl)S(=O)(=O)c2c(C)noc2C)cc1
 : 7%	-2%	-6%
Cc1ccccc1C(=O)NC(=S)Nc1sc2c(c1C#N)CCCC2
 : -29%	1%	-19%
O=C(O)CCc1cc(I)c(O)c(I)c1
 : -25%	x	-3%
CS(=O)(=O)n1nc(-c2ccccc2)nc1N
 : 2%	1%	-5%
Cc1cccc(-n2c(SCC(N)=O)nc3c(oc4ccccc43)c2=O)c1
 : u	19%	-1%
O=C(OCC(=O)N1CCCCCC1)c1ccc[nH]c1=O
 : -8%	6%	1%
O=S(=O)(c1ccc(Cl)cc1)c1nc(-c2ccccc2)oc1N1CCN(c2ccccc2)CC1
 : u	1%	-3%
COc1ccc(C(CC(=O)Nc2ccccn2)N2Cc3ccccc3C2=O)cc1OC (configuration not stated)
 : -7%&-19%	-1%&2%	1%&6%
CCCOc1ccc(C(=O)Nc2ccc3oc(-c4ccc(N(C)C)cc4)nc3c2)cc1
 : -6%	14%	-10%
CCCn1c2ccccc2c2cnn(CC(=O)N(CCCOC(C)C)Cc3ccco3)c(=O)c21
 : 16µM*	-24%	-13%

Three compounds from above, showing only FEN1 inhibitor and DT40 TDP1 CPT:
SMILES | FEN1 inhibitor | DT40 TDP1 CPT
COC(=O)c1c(Oc2ccc(C(C)=O)cc2)nnc(-c2ccccc2)c1-c1ccccc1 | -19% | 18µM*
O=C(CN1CCCCCC1)Nc1nc2ccccc2s1 | 0% | 16%
CCC(=O)OCCNc1cc(Sc2nc3ccccc3[nH]2)c2nonc2c1[N+](=O)[O-] | -23% | 2.3µM*

Remaining list, next part
The line under a structure holds: DT40 TDP1 CPT	FEN1 inhibitor	KAT2A inh
O=C(NC1CC(=O)N(c2ccc(F)cc2)C1)c1ccc2c(c1)OCO2 (configuration not stated)
 : -7%	-6%	-6%
O=C(Cn1cc(C(=O)c2ccco2)c2ccccc21)NC1CC1
 : 17%	-4%	-3%
COc1ccccc1NC(=O)CCc1nnc2ccc(N3CCC4(CC3)OCCO4)nn12
 : -6%	22%	u
CCOC(=O)C(=O)Nc1ccccc1C(=O)NC(C)C
 : -17%	3%	1%
CCOCCCNC(=S)N(CCCN(C)C)Cc1cc2cc3c(cc2[nH]c1=O)OCCO3
 : -17%	-14%	-2%
COc1ccccc1CCNC(=O)c1cc2c(=O)n3cccc(C)c3nc2n1C
 : -26%	1%	-7%
CC(C)(C)n1c(O)c2ccc(C(=O)N=NC(=O)c3ccccc3)cc2c1O
 : -20%	-1%	-11%
CCOC(=O)C1=C(N)Oc2c(c(=O)[nH]c3ccccc23)C1c1ccccc1 (configuration not stated)
 : 23µM*	3%	-3%
COC(=O)c1ccccc1Sc1snnc1C
 : -1%	3%	-20%
COCCn1c(SCC(=O)Nc2ccc(OC)c(S(N)(=O)=O)c2)nc2ccccc21
 : 16µM*	-7%	3%
O=C(NCc1ccccc1Cl)c1ccccc1NC(=O)c1nsc2ccccc12
 : u	17%	-4%
O=c1[nH]n(-c2ccc(F)cc2)c2ncccc12
 : -2%	5%	-15%
Cc1ccsc1/C=N/Nc1cccc(C(=O)O)c1
 : -8%	13%	-3%
Cc1cccc(C)c1NC(=O)CS(=O)CC(=O)NCCCc1ccccc1 (configuration not stated)
 : -25%	u	-7%
CCOc1ccccc1NC(=O)CSc1nc2ccccc2nc1N1CCCC1
 : u	-15%	-25%
COc1ccc(CNc2cc(C)ccn2)c(O)c1
 : 8%	-4%	14%
O=C(COC(=O)Cc1cccs1)NCc1ccc(F)cc1
 : 14%	-11%	0%
CCOc1cc(CNCc2ccncc2)cc(Br)c1OCc1ccc(F)cc1
 : 10µM*	-3%	4%
Cn1c(-c2ccncc2)nc2ccccc21
 : 0%	3%	-3%
CC(=O)c1cc(F)c(N2CCOCC2)cc1C
 : -14%	6%	-4%
O=C(NCCc1ccccc1)c1noc2c1CCCCC2
 : -18%	8%	-5%
Cc1ccc(-c2nc(S(=O)(=O)c3ccc(C)cc3)c(N3CCCCC3)o2)cc1
 : 6.5µM*	-23%	-6%
CCc1ccc(-c2cn3nc(C)c(C)nc3n2)cc1
 : -3%	-13%	-3%
CCOc1ccc(C2=C(C=C(C#N)C#N)C(c3ccccc3)c3ccccc3O2)cc1 (configuration not stated)
 : u	-14%	-8%
COC(=O)C1=CN(c2ccc(F)cc2)C=C(C(=O)OC)C1c1cccc(Br)c1
 : 23µM*	-11%	-8%
O=C(Nc1ccccc1[N+](=O)[O-])c1csnn1
 : -1%	-12%	-7%
COc1cccc(-c2ncc3ccccc3c2COC(=O)c2ccc(C(F)(F)F)cc2)c1
 : u	7%	-4%
Cn1nc(C(F)(F)F)c(-c2cccc(C(F)(F)F)c2)c1NC(=O)c1cccnc1
 : -20%	-16%	-14%
COc1ccc(-c2ccc3c(c2)S(=O)(=O)c2cccc(C(=O)NCc4cccc(OC(F)(F)F)c4)c2C3=O)cc1OC
 : u	-5%	-14%
O=C(COC(=O)c1cccs1)NCC1CCCO1 (configuration not stated)
 : -16%	3%	-3%
O=C1COc2ccc(C(=O)COC(=O)c3cnc(Cl)c(Cl)c3)cc2N1
 : -10%	-1%	-7%

Grouped by structure, those above containing a COOH group (3)
The line under a structure holds: DT40 TDP1 CPT	FEN1 inhibitor	KAT2A inh
COc1ccccc1C(=O)N/C(=C/c1ccco1)C(=O)Nc1ccc(C(=O)O)cc1
 : 9%	u	-8%
O=C(O)CCc1cc(I)c(O)c(I)c1
 : -25%	x	-3%
Cc1ccsc1/C=N/Nc1cccc(C(=O)O)c1
 : -8%	13%	-3%

Screening results as filed in PubChem.

Some of the compounds tested. The share of hits here may be higher or lower than overall.
